PglD inh = C. jejuni PglD acetyltransferase inhibitors, primary screen, biochemical, DTNB colorimetric, single point; UDP-N-acetylbacillosamine N-acetyltransferase PglD (Campylobacter jejuni); purified PglD enzyme, DTNB colorimetric CoA detection; inhibition, % at 12.5 µM; 0.098% of 360,000 active; in the data active = inhibition above about 16%, passing the limit was not always enough; inconclusive = no clear call, values can overlap the other calls; also: strong numbers were not always called active
ERp5 block = inhibitors of ERp5-driven insulin aggregation, primary screen, biochemical, turbidity, absorbance 650 nm, single point. inhibition, % at 9.99 µM. 90 min. 0.05% of 350,000 active. Protein disulfide-isomerase A6 (Homo sapiens), Q15084;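 active = mean replicate inhibition above about 25%, with every replicate also reaching it, limit read from the data, passing the limit was not always enough; inconclusive = only one of those two criteria met; inactive = neither criterion met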
Target sequence (Q15084 whole entry, looked up): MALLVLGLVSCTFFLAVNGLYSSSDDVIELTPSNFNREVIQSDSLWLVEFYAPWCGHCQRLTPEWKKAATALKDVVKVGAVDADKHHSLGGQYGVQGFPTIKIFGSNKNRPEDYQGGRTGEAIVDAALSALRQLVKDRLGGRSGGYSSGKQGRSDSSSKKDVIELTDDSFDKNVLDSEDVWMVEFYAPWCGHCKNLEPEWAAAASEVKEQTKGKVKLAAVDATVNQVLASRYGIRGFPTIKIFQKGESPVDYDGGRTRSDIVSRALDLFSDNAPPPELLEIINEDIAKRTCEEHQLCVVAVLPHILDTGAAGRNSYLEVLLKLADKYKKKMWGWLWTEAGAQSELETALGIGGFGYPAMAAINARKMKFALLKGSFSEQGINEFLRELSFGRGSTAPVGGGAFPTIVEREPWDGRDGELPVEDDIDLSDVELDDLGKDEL
SIRT5 inh = SIRT5 desuccinylase inhibitors, primary screen, biochemical, fluorescence imaging, single point, set 5. NAD-dependent protein deacylase sirtuin-5, mitochondrial (Homo sapiens), Q9NXA8. Purified SirT5, succinyl-peptide AMC, trypsin-coupled fluorescence. inhibition, % at 15 µM. 1.1% of 330,000 active. AID 652115, 2013; in the data active = inhibition above about 15%; inconclusive = no clear call, values can overlap the other calls
Target sequence (Q9NXA8 whole entry, looked up): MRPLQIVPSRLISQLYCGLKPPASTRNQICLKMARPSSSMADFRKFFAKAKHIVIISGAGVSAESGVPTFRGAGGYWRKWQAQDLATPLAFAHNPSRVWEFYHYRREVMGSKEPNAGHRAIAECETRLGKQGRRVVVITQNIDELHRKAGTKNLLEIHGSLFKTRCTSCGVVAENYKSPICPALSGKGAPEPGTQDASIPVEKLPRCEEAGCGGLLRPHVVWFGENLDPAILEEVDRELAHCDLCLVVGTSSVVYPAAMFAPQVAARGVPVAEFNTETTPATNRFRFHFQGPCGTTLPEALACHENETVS
Statin myotox sup = suppressors of statin myotoxicity in C2C12 myotubes, primary screen, cell-based, single point, plate reader; C2C12 myotubes + simvastatin, ATP luminescence, 48 h; scaled: DMSO 0, geranylgeraniol control 100; rescue of ATP level, % at 7.49 µM; 0.78% of 330,000 active;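 active = mean ATP rescue above about 67%, or every replicate alone reaching that limit, limit read from the data, passing the limit was not always enough; inconclusive = no clear call, values can overlap the other calls; inactive = mean under the limit and some replicate under it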;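 also: myotubes were challenged with 10 µM simvastatin during compound exposure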
S100A4 inh HTS = inhibitors of S100A4-myosin IIA peptide binding, primary screen, biochemical, fluorescence polarization, TAMRA-MyoIIA peptide; inhibition, % at 10.7 µM; 0.14% of 360,000 active; Protein S100-A4 (Homo sapiens), P26447;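 active = mean inhibition of at least 70% across replicates, with every replicate also reaching that level; inconclusive = mean inhibition reaches 70% but some replicates fall short; inactive = mean inhibition below 70%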
Target sequence (P26447 whole entry, looked up): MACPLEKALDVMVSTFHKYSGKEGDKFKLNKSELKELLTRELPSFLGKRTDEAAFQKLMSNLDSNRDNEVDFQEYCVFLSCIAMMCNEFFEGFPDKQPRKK
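incubation = readout 5 min after mixing, signal stable up to 60 min | system = S100A4 monomer protein | buffer or medium = HEPES pH 7.2 with CaCl2, KCl, NaCl, DTT, Triton | benchmarks = neutral control DMSO, positive control TFP | also added = fluorescent myosin IIA peptide, 5 nM | compound dosing = one concentration per compound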
DENV2 CPE rescue = inhibitors of DENV2 cytopathic effect, primary screen, cell-based, plate reader, single concentration | DENV2-infected cells, cytopathic effect rescue | 1.7% of 350,000 active | CPE inhibition, % at 9.99 µM | AID 651640, 2012; in the data active = CPE inhibition above about 20%, passing the limit was not always enough; inconclusive = no clear call, values can overlap the other calls; tested in BHK-21 cells;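 also: 0% = median of neutral control wells and 100% = median of positive control wells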
E-sel inducer = E-selectin induction in HUVECs, primary screen, imaging, HUVEC, immunofluorescence imaging, single point; 0.37% of 260,000 active; normalized: neutral wells 0, TNF-alpha wells 100; AID 686992, 2013; activation, % at 7.58 µM;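 active = mean E-selectin-positive cell signal at least 10% of the positive control, reached in at least 60% of replicates, without over 20% cell loss; inconclusive = no rule given, readout overlaps actives, possibly toxicity-flagged; inactive = the rest, including those meeting only one limit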;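 also: in these data hits start at about 27%; measured in HUVEC primary endothelial cells; signal is the percent of cells scored E-selectin positive by PE staining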
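Assay system: HUVEC primary endothelial cells. Input: 3,000 HUVEC seeded per well. Doses: one compound dose added by pin transfer. Read-out basis: % PE-positive cells. Benchmarks: TNF-alpha high, DMSO low. Detection: immunofluorescence imaging. Buffer or medium: EGM-2, gelatin.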
* = called active by the depositor; ? = inconclusive; nt = no result given; & = joins results of further samples. This is a subset, so the mix of outcomes need not match the whole.

SMILES	PglD inh	ERp5 block	SIRT5 inh	Statin myotox sup	S100A4 inh HTS	DENV2 CPE rescue	E-sel inducer
COC(=O)c1c(C)[nH]c(C(=O)CN2C(=O)NC3(CCOc4ccccc43)C2=O)c1C (configuration not stated)	-6	1	-2	-1	-2	2	-1.0
CCOC(=O)Cc1ccc(NC(=O)c2cccc([N+](=O)[O-])c2)cc1	-3	-1	-4	15	-6	3	0.5
COc1cc2c(cc1OC)C(c1cccc(Cl)c1)CC(=O)N2 (configuration not stated)	-6	1	1	7	-3	1	0.1
COc1cc(CC(=O)N2CCN(C(=O)C3CCCO3)CC2)cc(OC)c1OC (configuration not stated)	-2	1	nt	8	1	-1	-0.2
COc1ccc2c3c(n(C)c2c1)[C@H](CO)N(C(=O)Nc1ccc(F)cc1)CC31CCN(C(=O)c2cccnc2)CC1	nt	-5	6	nt	6	-3	-0.6
CCCC(=O)N1CC2(C1)CN(Cc1cccnc1)[C@@H](CO)c1[nH]c3cc(OC)ccc3c12	nt	-1	10	nt	0	-4	0.0
CCN(Cc1ccccc1)S(=O)(=O)c1c(C)n(C)c(=O)n(C)c1=O	0	0	-1	nt	-4	2	nt
CC(=O)c1ccc(S(=O)(=O)N(C)CC(=O)NCc2ccco2)cc1	nt	-6	-2	3	1	-1	nt
O=C(C1CCN(S(=O)(=O)c2ccccc2)CC1)N1CCN(c2ccccc2F)CC1	-2	-6	1	1	-5	3	-1.3
Clc1ccc(C2NCCc3sccc32)cc1 (configuration not stated)	nt	4	nt	nt	-8	-1	nt
Cc1ccc(NC(=O)CSc2nnc(Cc3cccn3C)n2-c2ccc(F)cc2)cc1	4	4	-3	2	4	-8	1.2
CC(C)=NNc1ncnc2nc[nH]c12	nt	1	1	nt	9	-4	nt
COCC(=O)Nc1ccc2c(c1)C(=O)N(C)C[C@H](OC)[C@@H](C)CN[C@H](C)CO2	0	nt	nt	-5	nt	nt	-0.2
COc1ccc(N2C(=O)CC(C#N)=C2N)cc1	nt	?	-2	nt	-2	1	nt
CCOc1ccc(Cl)cc1S(=O)(=O)N1CCC(C(=O)N2CCCC2)CC1	-2	-1	-4	8	-2	4	-3.0
CC1(C(=O)NCC2CC2)C=CC2(CCCCC2)N1C(=O)c1ccccc1 (configuration not stated)	-3	-3	-1	-12	-2	nt	nt
COc1ccc(NC(=O)c2oc3ccccc3c2CSC)cn1	-5	-3	0	2	4	-1	0.0
O=C(Nc1cc(F)ccc1F)N1CCCCN2[C@H](CO)[C@@H](c3ccc(-c4cccnc4)cc3)[C@@H]2C1	0	nt	nt	-20	nt	nt	-0.1
N#Cc1c(-c2ccccc2)nc(SCc2ccc(Cl)cc2)[nH]c1=O	-2	0	1	5	3	-1	0.1
COCC(=O)N/N=C(\C)CC(=O)NCc1ccco1	-1	-7	-6	0	-7	nt	nt
CN(C)C(=O)[C@@H]1[C@@H](CO)[C@@H]2Cn3c(ccc(C4=CCCCC4)c3=O)[C@@H]2N1Cc1ccccn1	0	2	-8	-39	-2	1	-0.6
CCOC(=O)C1=C(C)Nc2nc(C)nn2C1c1ccc(OCC)c(OC)c1 (configuration not stated)	0	1	nt	3	5	-8	nt
COc1cc(/C=C2/SC(=S)N(CCC(=O)N3CCN(C)CC3)C2=O)cc(OC)c1OC	-4	-5	-2	6	-9	-4	-0.1
CN1CCCCN2[C@@H](CO)[C@@H](c3ccc(-c4cccnc4)cc3)[C@@H]2C1	1	4	3	12	-3	-2	0.2
CC1=CC(c2ccccc2)=Nc2ccc(C)cc2N1	nt	5	-4	nt	-6	0	nt
c1ccc(CN2CCN(Cc3cn4cccnc4n3)CC2)cc1	nt	-7	-2	nt	-8	-2	2.9
C[C@@H]1CN([C@@H](C)CO)C(=O)c2cc(NS(=O)(=O)c3ccc(Cl)cc3)ccc2O[C@H]1CN(C)Cc1ccncc1	3&5	1&5	-21&-1	-20&12	-12&1	-1&-17	-16&-0.2
O=C(Nc1ccc(Cl)cc1)N1C[C@@H]2[C@H](c3ccccc31)[C@H](CO)N2C(=O)C1CC1	-3	1	-1	-17	7	-1	-0.3
CCNC(=S)N/N=C(\C)c1ccc(N2CCOCC2)cc1	nt	3	2	nt	1	5	-0.1
C[C@H](CO)N1C[C@H](C)[C@H](CN(C)CC2CCCCC2)Oc2ccc(NC(=O)NC3CCCCC3)cc2CC1=O	2	-2	4	-21	7	-8	-0.1
NC(=S)N/N=C/c1ccc(-c2ccc([N+](=O)[O-])cc2)o1	nt	-10	-3	nt	-1	?	2.4
CC(C)CC#Cc1ccc2c(c1)O[C@@H](CN(C)C(=O)NC1CCCC1)[C@H](C)CN([C@H](C)CO)S2(=O)=O	3	8	25*	nt	-21	1	-0.2
COc1ccc(NC(=O)CCOc2ccc(C)cc2)cc1S(=O)(=O)N1CCCCC1	5	3	3	3	-54	-5	-1.3
C[C@H](CO)N1C[C@H](C)[C@H](CN(C)C(=O)c2ccncc2)OCCCC[C@H](C)Oc2ccc(N(C)C)cc2C1=O	5	3	2	35	20	-1	0.0
Cc1cc(=O)[nH]c(Nc2ccc(Cl)cc2)n1	-3	-5	0	-2	-1	-4	nt
C[C@@H]1CN([C@@H](C)CO)C(=O)c2cc(NS(C)(=O)=O)ccc2O[C@H]1CN(C)CC1CC1	-1	8	-12	11	14	-10	0.8
CCC(=O)N1C[C@H](C)[C@H](OC)CN(C)C(=O)c2ccc(NS(C)(=O)=O)cc2OC[C@H]1C	1	1	-2	2	2	-1	-0.2
Cc1ccc(S(=O)(=O)Nc2ccc3c(c2)C(=O)N([C@@H](C)CO)C[C@@H](C)[C@@H](CN(C)S(C)(=O)=O)OCCCC[C@@H](C)O3)cc1	1	-1	10	nt	12	2	-0.1
C[C@@H]1CN([C@@H](C)CO)C(=O)c2cc(-c3cccc(C#N)c3)cnc2O[C@H]1CN(C)Cc1ccc(F)cc1	1	-1	-2	-3	-16	11	0.1
O=[N+]([O-])c1ccc(-c2nc(NCc3ccccc3)c3ccccc3n2)cc1	nt	-2	-1	nt	0	0	nt
N#C[C@@H]1N[C@@H](CO)[C@H]1c1ccc(C#Cc2ccc(F)cc2)cc1	0	3	-2	27	36	-2	0.2
CC1(Cc2ccc(F)cc2)C(=O)Nc2ccc(S(=O)(=O)NC3CCCCC3)cc21 (configuration not stated)	7	-3	12	17	1	-10	0.1
COCC(=O)Nc1c(C(=O)Nc2ccc3c(c2)OCO3)oc2ccccc12	-2	0	2	0	2	3	nt
Cc1ccc(-n2nc(C)c3c2OC(N)=C(C#N)C3c2ccc(C)o2)cc1 (configuration not stated)	-2	13	4	-1	-13	2	nt
COc1ccnc(NCc2ccc(Cl)cc2)c1C#N	-1	5	nt	4	-1	nt	nt

Brought forward from above: 4 entries, followed by the next part.
SMILES	PglD inh	ERp5 block	SIRT5 inh	Statin myotox sup	S100A4 inh HTS	DENV2 CPE rescue	E-sel inducer
CC1(Cc2ccc(F)cc2)C(=O)Nc2ccc(S(=O)(=O)NC3CCCCC3)cc21 (configuration not stated)	7	-3	12	17	1	-10	0.1
COCC(=O)Nc1c(C(=O)Nc2ccc3c(c2)OCO3)oc2ccccc12	-2	0	2	0	2	3	nt
Cc1ccc(-n2nc(C)c3c2OC(N)=C(C#N)C3c2ccc(C)o2)cc1 (configuration not stated)	-2	13	4	-1	-13	2	nt
COc1ccnc(NCc2ccc(Cl)cc2)c1C#N	-1	5	nt	4	-1	nt	nt
CCOC(=O)c1cc(C)sc1/N=C/C1C(=O)CCCC1=O	-9	4	1	nt	-1	3	-1.8
Cc1occc1C(=O)N1CCN(c2ccccc2)CC1	-6	1	-1	nt	-5	-18	nt
O=C(c1cccnc1)N1CC[C@@H]2[C@H](CO)Nc3ccc(-c4ccc(F)cc4)cc3[C@@H]21	-1	-6	5	-3	-24	11	-0.1
Cc1cc[n+](-c2[nH]c(=O)sc2/C=N/N=C(\[O-])c2ccncc2)cc1C	-4	-3	1	44	3	-4	-0.3
NC(=O)c1ccc(NC(=O)Cc2ccc(S(=O)(=O)N3CCCCC3)cc2)cc1	1	2	-2	3	-3	-1	nt

Compounds above that have an NH in an aromatic ring:
SMILES	PglD inh	ERp5 block	SIRT5 inh	Statin myotox sup	S100A4 inh HTS	DENV2 CPE rescue	E-sel inducer
COC(=O)c1c(C)[nH]c(C(=O)CN2C(=O)NC3(CCOc4ccccc43)C2=O)c1C (configuration not stated)	-6	1	-2	-1	-2	2	-1.0
CCCC(=O)N1CC2(C1)CN(Cc1cccnc1)[C@@H](CO)c1[nH]c3cc(OC)ccc3c12	nt	-1	10	nt	0	-4	0.0
CC(C)=NNc1ncnc2nc[nH]c12	nt	1	1	nt	9	-4	nt
N#Cc1c(-c2ccccc2)nc(SCc2ccc(Cl)cc2)[nH]c1=O	-2	0	1	5	3	-1	0.1
Cc1cc(=O)[nH]c(Nc2ccc(Cl)cc2)n1	-3	-5	0	-2	-1	-4	nt
Cc1cc[n+](-c2[nH]c(=O)sc2/C=N/N=C(\[O-])c2ccncc2)cc1C	-4	-3	1	44	3	-4	-0.3
